Screens: PubChem, National Center for Advancing Translational Sciences (NCATS)
Menin-MLL TR inh: displaces Texas Red mutant MLL peptide from human menin; O00255; Menin + Texas Red MLL mutant peptide, fluorescence polarization; Potency, µM (highest dose often 61.6 µM), without a hit: at the highest dose FP activity change, negative = inhibition, actives largely listed as inhibitors; 0.23% of 270,000 active; active = well fitted inhibition curve with a large enough effect in the polarisation, with a control signal flat, not every such curve was filed as active; inconclusive = small, poorly fitted or top-dose-only effect, or effect the other way, or a change in a side signal; inactive = no such curve, though single readings can be large or run the other way; the % refers to the polarisation; note: potency is the fitted concentration of half-maximal effect; % of control where 0% means no effect; many of its hits are not listed in these tables
ELG1 genotox: genotoxicity induction in ELG1-luciferase HEK293T cells. HEK293T ELG1-luciferase reporter, luminescence, 16 h. Potency, µM (top dose mostly 46 µM), without a hit: at the top dose activity change, positive = activation, actives largely listed as activators. 1.3% of 330,000 active; note: potency is the fitted concentration of half-maximal effect; % of control where 0% means no effect; nearly all actives have a fitted effect of over 60% in size
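HEK293T cells expressing luciferase-tagged ELG1 were treated with compound or DMSO for 16 hr at 37°C. Luciferase activity was then read after 30 min with ONE-Glo at room temperature; rising signal flags genetic stress.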
Giardia killer: kills Giardia lamblia; 0.15% of 340,000 active; activity change, % at 7.66 µM, hits read low; Giardia lamblia trophozoite viability; AID 540267; in the data active = activity change below about -80%; inconclusive = between about -30% and that limit;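 note: parasites exposed to compound for two days anaerobically before the ATP read; % is set by controls: 0 for no effect and ±100 for the full control effect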
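Giardia trophozoites, 100 cells per well, were exposed to compounds for 48 hrs at 37 deg C under anaerobic conditions; viability was then read as ATP content by bioluminescence after 15-30 min at room temperature.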
Gal4-VP16 FLuc: Gal4-VP16 reporter inhibition counter-screen | Drosophila S2 Gal4-VP16 UAS-luciferase, luminescence, 20 h | Potency, µM (titrated, usually from 53.6 µM), without a hit: top-dose activity, negative = inhibition, usual class: inhibitors | 3.5% of 310,000 active | AID 2546;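 note: Gal4-VP16 expression switched on by copper sulfate through the metallothionein promoter; potency is the fitted concentration of half-maximal effect; % is set by controls: 0 for no effect and ±100 for the full control effect; nearly all actives have a fitted effect of over 50% in size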
NPC1 promoter act: NPC1 promoter activation. Huh7 NPC1 promoter luciferase reporter, 24 h. Potency, µM (top dose mostly 9.22 µM), for inactives: at the highest dose activation, hits mostly activators. 2.4% of 320,000 active. AID 485313;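 note: potency is the fitted concentration of half-maximal effect; % of control where 0% means no effect; nearly all actives have a fitted effect of over 60% in size; reporter is driven by a mutant NPC1 promoter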
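NPC1 promoter–luciferase Huh7 cells; 24 h compound; luminescence.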
BRCA1 expr act: increases BRCA1 expression; MCF7-BRCA1-FFLuc reporter, luminescence, 48 h; response scale: scaled: vehicle 0%, 10 µM genistein 100%; Potency, µM (top dose mostly 46.1 µM), for inactives: at the top dose activation, hits mostly activators; 1.1% of 380,000 active; note: potency is the fitted concentration of half-maximal effect; nearly all actives have a fitted effect of over 80% in size; some results filed as inactive show a strong effect at the top dose
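MCF7 cells carrying a BRCA1-firefly luciferase reporter (2000 cells/well, phenol-red free MEM) were attached for 2 h at 37 °C, then given compounds for 48 h. Luminescence was read 15 min after luciferase reagent; activity normalized to genistein (10 microM) and DMSO.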
Rab9 promoter act: activates the Rab9 promoter | Huh7 Rab9 promoter-luciferase reporter, luminescence, 24 h | Potency, µM (titrated, usually from 9.22 µM), without a hit: top-dose activation, negative = inhibition, most hits filed as activators | 2.8% of 320,000 active | AID 485297; note: potency is the fitted concentration of half-maximal effect; % of control where 0% means no effect; nearly all actives have a fitted effect of over 60% in size
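Steps: seed 1500 Huh7 Rab9-luc cells per well, rest 2 h at 37 °C; add compound in DMSO; incubate 24 h; add luciferase reagent, 10 min ambient; read luminescence.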
p53 reactivator: mutant p53 re-activation in reporter cells; H1299 p53-A138V BP100-luciferase reporter, luminescence, 24 h; Potency, µM (top dose mostly 92.2 µM), inactives show at the top dose activity change, positive = activation, hits mostly activators; 0.063% of 320,000 active; note: potency is the fitted concentration of half-maximal effect; % of control where 0% means no effect; nearly all actives have a fitted effect of over 45% in size
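H1299 (p53-null), stable ts p53-A138V + BP100-Luc; 1000 cells/well, Opti-MEM/10% FBS; cpd 4 pt, 1:5; 24 h, 37 deg C, 5% CO2; detection reagent 10 min RT; luminescence.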
RORgamma inh: inhibitors of mouse ROR gamma transcriptional activity; P51450; Drosophila S2 Gal4-RORgamma UAS-luciferase reporter, 20 h; Potency, µM (doses to about 53.6 µM), for inactives: top-dose activity change, negative = inhibition, actives largely listed as inhibitors; 5.4% of 310,000 active; AID 2551; note: potency is the fitted concentration of half-maximal effect; % is set by controls: 0 for no effect and ±100 for the full control effect; nearly all actives have a fitted effect of over 60% in size
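A Gal4/UAS one-hybrid system in insect cells: metallothionein-promoter Gal4–ROR gamma fusion plus Photinus luciferase reporter. Copper sulfate 700 uM final, 20 hr ambient incubation, luminescent detection after 10 min with reagent.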
FLuc modulator: counter-screen for miR-21 project: firefly luciferase inhibitors or activators; P08659; purified FLuc, Km substrates, luminescence inhibition; Potency, µM (series often up to 57.5 µM), for the others: top-dose activity change, negative = inhibition, actives largely listed as inhibitors; 6.9% of 360,000 active;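 note: potency is the fitted concentration of half-maximal effect; plate controls were vehicle for no effect and reference inhibitor for full effect; nearly all actives have a fitted effect of over 55% in size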
Target sequence (P08659 whole entry, looked up): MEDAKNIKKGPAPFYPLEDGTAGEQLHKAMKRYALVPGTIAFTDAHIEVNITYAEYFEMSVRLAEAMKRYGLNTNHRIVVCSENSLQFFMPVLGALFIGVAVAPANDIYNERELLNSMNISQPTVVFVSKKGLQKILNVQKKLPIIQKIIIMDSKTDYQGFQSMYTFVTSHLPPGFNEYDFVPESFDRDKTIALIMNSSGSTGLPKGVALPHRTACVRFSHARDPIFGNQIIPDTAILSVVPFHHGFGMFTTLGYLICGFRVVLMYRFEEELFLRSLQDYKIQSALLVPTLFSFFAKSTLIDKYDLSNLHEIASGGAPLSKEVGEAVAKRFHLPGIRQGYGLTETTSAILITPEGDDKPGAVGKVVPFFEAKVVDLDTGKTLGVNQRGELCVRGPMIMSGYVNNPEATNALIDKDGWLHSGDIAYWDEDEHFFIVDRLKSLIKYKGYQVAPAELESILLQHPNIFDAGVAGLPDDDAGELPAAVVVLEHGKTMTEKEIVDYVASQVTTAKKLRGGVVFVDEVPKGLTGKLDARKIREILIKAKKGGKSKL
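Biochemical qHTS of compounds, final roughly 60 µM downward over six points, against 10 nM purified firefly luciferase using Km concentrations of substrates (10 uM D-luciferin, 10 uM ATP) in Tris acetate pH 7.5 buffer; luminescence output.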
PKM2 activator: activators of human pyruvate kinase M2 | Potency, µM (doses to about 57.5 µM), without a hit: top-dose activation, actives largely listed as activators | 0.34% of 260,000 active | AID 1631 | P14618 | purified PKM2, Kinase-Glo ATP luminescence, activation; response scale: 0% is enzyme alone, no compound; note: potency is the fitted concentration of half-maximal effect; % is set by controls: 0 for no effect and ±100 for the full control effect; nearly all actives have a fitted effect of over 55% in size
Target sequence (P14618 whole entry, looked up): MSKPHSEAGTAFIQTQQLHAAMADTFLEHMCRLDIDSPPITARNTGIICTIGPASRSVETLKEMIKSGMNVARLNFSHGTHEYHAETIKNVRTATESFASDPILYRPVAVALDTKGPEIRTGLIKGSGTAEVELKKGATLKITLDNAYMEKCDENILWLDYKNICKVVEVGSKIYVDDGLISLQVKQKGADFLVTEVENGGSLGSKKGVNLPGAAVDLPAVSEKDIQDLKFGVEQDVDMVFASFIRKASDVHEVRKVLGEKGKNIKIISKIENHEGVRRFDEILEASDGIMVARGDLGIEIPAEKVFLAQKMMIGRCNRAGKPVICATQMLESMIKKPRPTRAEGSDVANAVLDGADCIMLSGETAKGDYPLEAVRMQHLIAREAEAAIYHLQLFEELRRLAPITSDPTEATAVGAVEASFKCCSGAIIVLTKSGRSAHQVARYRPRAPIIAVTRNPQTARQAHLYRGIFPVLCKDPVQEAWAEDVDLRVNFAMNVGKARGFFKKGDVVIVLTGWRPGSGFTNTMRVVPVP
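Purified hPK-M2 (>95% pure) converted ADP (0.1 mM final) to ATP with 0.5 mM PEP in 50 mM imidazole pH7.2, KCl, MgCl2, Tween 20, BSA; 1 h at room temperature. ATP detected by Kinase-Glo luminescence.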
An asterisk follows results filed as active; ? = inconclusive; nt = no result given; [ ] = dose if it differs, or a comment. Unless noted, calls come from the whole dose curve; as a rule, active = well fitted curve in the direction sought with a large enough effect; inconclusive = small, poorly fitted or top-dose-only effect, or another doubt; inactive = no such curve, though single readings can be large; an effect the other way counts as inactive or inconclusive. The list is partial, so the mix of outcomes need not match the whole.

SMILES | Menin-MLL TR inh | ELG1 genotox | Giardia killer | Gal4-VP16 FLuc | NPC1 promoter act | BRCA1 expr act | Rab9 promoter act | p53 reactivator | RORgamma inh | FLuc modulator | PKM2 activator
C#CCOCCOCCOCCNc1nc(N2CCN(C(=O)[C@H]([C@@H](C)CC)n3cc([C@@H](N)CO)nn3)CC2)nc(N2CCN(C(=O)[C@H](Cc3ccc(O)cc3)n3cc([C@@H](N)CC(C)C)nn3)CC2)n1 | ? | 0% | -4 | 0% | -4% | 0% | -4% | 2% | -19% | 5% | 0%
CCOC(=O)N1CCN(C(=O)c2cc(OCC)c(OCC)c(OCC)c2)CC1 | -6% | 3% | -1 | ? | -4% | -7% | -8% | 2% | ? | -1% | -2%
Cc1nn(-c2ccccc2)c(NC(=O)c2cccs2)c(-c2ccccc2Cl)c1=O | nt | 0% | 24 | -7% | 1% | -7% | -10% | -1% | -10% | -2% | -1%
Cn1cnc2cc(NCc3ccc(Cl)cc3)ccc21 | 0% | ? | 15 | -7% | 2.5µM* | 5µM* | 0.89µM* | -1% | 0% | 17µM* | -13%[11.5 µM]
CNc1nc2c(C)cccn2c(=O)c1C=NCc1ccccc1 | -3% | 0% | 18 | -5% | 3% | 0% | 1%[1.84 µM] | -3% | -16% | ? | -6%
COc1cccc(OC)c1C(=O)Nc1ccc(S(=O)(=O)Nc2ncccn2)cc1 | 2% | 1% | 34[activator] | -7% | -3% | 0% | 0% | 11% | 12% | -11% | -1%
Clc1ccccc1CSc1nncn1-c1cccnc1 | 3% | 0% | nt | 17%[10 µM] | 1% | nt | -1% | 5% | 5% | 3% | 6%
O=C(COc1ccccc1)Nc1nnc(-c2ccc(Cl)cc2)o1 | nt | 0% | -4 | 5.6µM* | 13% | 16% | 7% | -4% | 7.1µM* | -1% | -1%
COC(=O)CSc1ccc(S(=O)(=O)N2CCCCCC2)cc1[N+](=O)[O-] | 1% | 0% | 4 | -2% | -8% | -4% | 5% | -1% | 1% | -2% | -9%
O=C1CCCC(=O)N1c1ccc(N2CCN(c3ccc([N+](=O)[O-])cc3)CC2)c([N+](=O)[O-])c1 | ? | -6% | nt | -7% | -3% | nt | -6% | -9% | 41% | 3% | -1%
Nc1cc(C(F)(F)F)ccc1N1CCOCC1 | 1% | 0% | 6 | 1% | -5% | -12% | -1% | 1% | -8% | -1% | -6%
CN(C)c1ncnc2sc(-c3ccccc3)cc12 | nt | 15% | -13 | 19% | 3% | 8% | 7% | -6% | 2% | 15µM* | -3%
CCOC(=O)c1c(C)[n+](-c2ccc(C)cc2)c(CC)c2cc(OC)c(OC)cc12 | -28% | -10% | -3 | -7% | -8% | -40% | 9%[1.84 µM] | 1% | ? | 0% | nt
COc1ccc(N2C(=O)C3C4C=CC(C4)C3C2=O)nn1 (configuration not stated) | 6% | 1% | 11 | 0% | -5% | 5% | -4% | 7% | 18% | 4% | -3%
CCc1cc2c(=O)c(-c3nc4ccccc4n3C)c(C(C)C)oc2c(CN2CCN(C)CC2)c1O | 4% | 0% | -13 | 3% | -1% | 14% | -4% | 14% | 11% | 4% | -1%
CCCc1cc(C(=O)Nc2sc(C(C)=O)c(C)c2C(=O)OCC)no1 | -25% | 2% | -16 | 4% | -2% | -9% | -2% | -4% | 4% | 2% | -14%
COc1ccc(C(=O)N(C)C2CCN(C)CC2)cc1S(=O)(=O)Nc1cc(Cl)ccc1Cl | nt | -1% | -21 | -13% | -1% | -6% | 6% | 0% | -6% | 1% | -10%
CC(C)C(=O)N1CCC(n2nccc2NC(=O)CCc2ccccc2)CC1 | -3% | -1% | 2 | -9% | 0% | 0% | 2% | 5% | 2% | 0% | -1%
CC1(C)CC(=O)C2=C(C1)N(c1cccc(O)c1)C1=C(C2)C(=O)CC(C)(C)C1 | -3% | -7% | -2 | 2% | -2% | -26% | 0% | 12% | -21% | ? | 19%
Cc1ccc2c(c1)N(CC(=O)N1CCCCC1C)C(=O)CO2 (configuration not stated) | nt | 1% | 13 | 1% | -2% | -25% | -1% | 2% | -12% | 1% | nt
O=C1CCC(=O)N1c1ccc(NCCc2cccc(F)c2)c([N+](=O)[O-])c1 | 2% | -2% | -9 | 6% | -1% | -8% | 0% | 0% | 22% | -6% | -2%
O=S(=O)(/N=C/c1c(O)ccc2ccccc12)c1cccs1 | 12% | -7% | nt | -19% | 4% | nt | -2% | 9% | ? | -7% | 0%
CN(C1=C(N2CCOCC2)C(=O)c2ccccc2C1=O)c1ccccc1 | 2% | 2% | -12 | -26% | -2% | -63%[inhibitor] | -4% | -1% | 14µM* | -12% | -12%
Nc1[nH]nc2ncc3cc4ccccc4nc3c12 | ? | -9% | 8 | -6% | 3% | -41% | 4% | 3% | -23% | -29% | 6%
CSCCC(NC(=O)c1ccccc1Cl)C(=O)N1CCN(C(c2ccccc2)c2ccccc2)CC1 (configuration not stated) | -28% | -14% | -8 | -11% | -4% | -55% | 3% | -11% | -6% | -3% | 0%
COCCN1Cc2cccc(C(=O)Nc3cccc(-c4nc5ccccc5[nH]4)c3)c2C1=O | nt | -3% | -1 | -16% | 7% | -79% | 0% | 27% | -25% | ? | -10%
CCc1sc(C(=O)N2CCc3ccccc32)cc1C | ? | 1.8µM* | 3 | ? | 1.1µM* | ? | 0.35µM* | -2% | 5% | 1.9µM* | -24%
Cc1cc(C(=O)NNC(=O)CCC2CCCCC2)c(C)o1 | -8% | 1% | ? | -13% | -1% | -1% | -1% | 3% | 5% | 3% | 0%
COc1ccccc1NC(=O)COC(=O)COc1cccc2c1OC(C)(C)C2 | nt | 3% | -8 | nt | 0% | -11% | -1% | 1% | nt | -2% | nt
CCCCOC(=O)Nc1nnc(COc2ccccc2)s1 | -1% | -4% | -3 | -4% | 1% | 9% | -5% | 1% | 12% | -1% | 4%

Part of the list above in another layout:
Sequence of screens: Menin-MLL TR inh, ELG1 genotox, Giardia killer, Gal4-VP16 FLuc, NPC1 promoter act, BRCA1 expr act, Rab9 promoter act, p53 reactivator, RORgamma inh, FLuc modulator, PKM2 activator
> O=C1CCC(=O)N1c1ccc(NCCc2cccc(F)c2)c([N+](=O)[O-])c1
→ 2%, -2%, -9, 6%, -1%, -8%, 0%, 0%, 22%, -6%, -2%
> CCCCOC(=O)Nc1nnc(COc2ccccc2)s1
→ -1%, -4%, -3, -4%, 1%, 9%, -5%, 1%, 12%, -1%, 4%

(continued)
SMILES | Menin-MLL TR inh | ELG1 genotox | Giardia killer | Gal4-VP16 FLuc | NPC1 promoter act | BRCA1 expr act | Rab9 promoter act | p53 reactivator | RORgamma inh | FLuc modulator | PKM2 activator
Cn1c(=O)oc2cc(S(=O)(=O)Nc3ccccc3)ccc21 | -7% | 1% | 2 | -6% | -7% | 5% | -10% | -3% | -22% | 3% | 2.5µM*
c1ccc(OCCCCN2CCCCC2)cc1 | 5% | 2% | 14 | 1% | -5% | 6% | -2% | 12% | 6% | -2% | -16%
C/C(CCC(C)C)=N\NC(=O)COc1ccccc1-c1ccccc1 | -4% | -8% | -11 | 4% | -5% | -41% | 3% | 15% | -1% | -7% | -7%
Cc1cccc(-n2c(SC(C)C(=O)O)nc3sc4c(c3c2=O)CCCC4)c1 (configuration not stated) | 18% | 0% | -4 | 1% | -5% | 1% | -7% | -9% | 1% | 1% | nt
CCc1cc2c(=O)c(-c3cscn3)coc2c(CN(C)C)c1O | ? | 0% | -1 | -3% | -3% | -47% | -4% | 7% | 19% | 4% | -2%
C=CCN(c1ccc(C(=O)NCCCn2ccnc2)cc1)S(C)(=O)=O | -13% | 7% | 9 | 3% | -10% | -23% | 2% | 4% | 2% | 0% | 0%
Cc1cc([N+](=O)[O-])cc2c1NC(=O)C2(O)N1CCOCC1 (configuration not stated) | 14% | 2% | -10 | ? | -1% | 9% | 7% | 5% | 11µM* | -3% | 24%
CCOc1ccccc1CN1CCN(CCCc2ccccc2)CC1CCO (configuration not stated) | -14% | -6% | 7 | -9% | 1% | 4% | -2% | -2% | -17% | 1% | 0%
COc1ccc(C(=O)NCCOc2cccc(OC)c2)cc1 | 1% | 6% | 6 | -2%[10 µM] | -2% | 36% | -2% | 1% | ? | ? | -3%

Printed as active in PKM2 activator, of those listed so far:
canonical_smiles | Menin-MLL TR inh | NPC1 promoter act | p53 reactivator | PKM2 activator
Cn1c(=O)oc2cc(S(=O)(=O)Nc3ccccc3)ccc21 | -7% | -7% | -3% | 2.5µM*
